High-throughput results: PubChem, several laboratories
PABP1 MLLE inh: inhibitors of microRNA-mediated deadenylation, human PABP1 MLLE binding. GST-MLLE / FITC-PAM2 fluorescence polarization. inhibition, % at 20 µM. 360,000 compounds, 0.36% hits. AID 588489; in the data active = inhibition above about 35%, passing the limit was not always enough;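 also: plate controls were DMSO wells with GST-MLLE for no effect and wells lacking GST-MLLE protein for full effect; some results filed as inactive read as strong as hits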
Target sequence (P11940 whole entry, looked up): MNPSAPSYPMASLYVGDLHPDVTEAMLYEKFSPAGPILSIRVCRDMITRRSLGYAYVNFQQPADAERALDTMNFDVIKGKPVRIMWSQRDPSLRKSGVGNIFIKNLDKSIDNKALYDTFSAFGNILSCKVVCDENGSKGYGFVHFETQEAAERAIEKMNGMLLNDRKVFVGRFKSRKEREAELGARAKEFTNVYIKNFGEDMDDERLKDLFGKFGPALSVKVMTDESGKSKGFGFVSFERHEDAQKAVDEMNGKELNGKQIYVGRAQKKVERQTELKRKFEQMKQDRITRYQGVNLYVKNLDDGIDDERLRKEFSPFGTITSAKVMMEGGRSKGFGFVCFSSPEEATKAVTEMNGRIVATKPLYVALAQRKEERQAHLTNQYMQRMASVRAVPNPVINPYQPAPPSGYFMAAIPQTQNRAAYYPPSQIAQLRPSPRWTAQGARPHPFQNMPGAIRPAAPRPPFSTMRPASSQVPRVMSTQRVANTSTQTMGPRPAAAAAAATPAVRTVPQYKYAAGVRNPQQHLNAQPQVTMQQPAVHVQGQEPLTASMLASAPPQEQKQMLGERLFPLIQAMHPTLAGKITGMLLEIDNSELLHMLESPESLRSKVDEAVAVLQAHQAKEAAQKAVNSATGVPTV
E coli Lon inh: inhibits E. coli Lon protease | purified E. coli Lon protease, fluorescence polarization | inhibition, % at 7.94 µM | 360,000 compounds, 0.42% hits | P0A9M0; in the data active = inhibition above about 13%, passing the limit was not always enough;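 also: 0% = enzyme with probe and DMSO and 100% = no enzyme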
CSN inh: CSN deneddylation inhibition; inhibition, % at 12.5 µM; AID 651999; 360,000 compounds, 0.38% hits; Purified CSN, SCF-Nedd8-OG deneddylation, fluorescence polarization;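 active = pattern-corrected inhibition above about 35%, with an unprinted fluorescence ratio check between 0.5 and 1.5, limit read from the data, passing the limit was not always enough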;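 also: 0% = enzyme with substrate and 100% = substrate without enzyme; some results filed as inactive read as strong as hits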
Target sequence (Q92905 whole entry, looked up, one chain of several): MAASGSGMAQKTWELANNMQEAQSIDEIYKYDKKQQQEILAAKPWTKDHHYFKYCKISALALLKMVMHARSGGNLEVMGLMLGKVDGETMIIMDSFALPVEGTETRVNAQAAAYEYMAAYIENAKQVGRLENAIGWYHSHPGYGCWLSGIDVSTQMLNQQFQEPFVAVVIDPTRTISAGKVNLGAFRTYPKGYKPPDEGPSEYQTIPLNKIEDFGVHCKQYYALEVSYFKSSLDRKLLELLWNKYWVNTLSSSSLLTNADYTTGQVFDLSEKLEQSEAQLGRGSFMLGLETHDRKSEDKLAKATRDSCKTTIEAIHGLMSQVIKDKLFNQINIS
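Material: human Csn5 produced in HEK293T cells; Input: enzyme 0.24 nM; Reagent: SCFSkp2-Nedd8OG substrate at 10 nM final; Dosing: 12.5 µM compound; Incubation: 90 min reaction at room temperature; Detection: fluorescence polarization of the substrate; Evaluation: % inhibition of substrate cleavage by Csn5; Control set: substrate-only high control, full reaction low control.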
Rin1-Abl PPI inh: human Rin1-Abl interaction inhibition; 360,000 compounds, 0.4% hits; inhibition, % at 7.35 µM; TR-FRET Rin1/Abl binding, biochemical; in the data active = inhibition above about 5%, passing the limit was not always enough
FAS-TE inh: blocks the thioesterase domain of human fatty acid synthase. P49327. 360,000 compounds, 0.67% hits. AID 602261. recombinant FAS-TE, OMFH fluorogenic substrate, fluorescence endpoint. inhibition, % at 15 µM;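 active = compounds whose normalised, plate-corrected inhibition of enzyme fluorescence in the single-dose primary screen is 50% or more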;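 also: 0% = DMSO with enzyme and 100% = substrate without enzyme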
Rpn11 block: Rpn11 (human) deubiquitinase inhibition. O00487. human 26S proteasome, Ub4-pepOG fluorescence polarization; 20S core pre-blocked with epoxomicin. calls only at 20 µM. 360,000 compounds, 0.59% hits;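 active = inhibition at 20 µM, scaled to each plate's controls, above about 33%, limit read from the data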
bovine MsrA act: bovine methionine sulfoxide reductase A activation; purified bovine MsrA, absorbance read-out; activation, % at 10.6 µM; 360,000 compounds, 0.3% hits; in the data active = activation above about 7.5%;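 also: 0% = vehicle and 100% = reference activator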
MT1-MMP act inh: inhibitors of human MT1-MMP activation; HT1080 RFP-PRO-GFP cells, GFP/RFP ratio fluorescence, overnight; percent of plate control window, DMSO zero; GFP/RFP ratio change, % at 20 µM; AID 651647; P50281; 360,000 compounds, 0.061% hits;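 active = GFP/RFP ratio change of at least 30% with cell ATP level not reduced by more than half and red fluorescence within 50% of control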; also: strong numbers were not always called active
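Material – HT1080 RFP-PRO-GFP cells · Control set – DMSO wells and RFP-L50D-GFP cells · Incubation – overnight cell settling, then overnight compound exposure, 37 °C, 5% CO2 · Compound dosing – single-point 20 µM compound, 1% DMSO · Read-out – GFP/RFP fluorescence ratio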
MsrA inhibitor: bovine MsrA inhibition; 360,000 compounds, 0.75% hits; inhibition, % at 15.5 µM; purified bovine MsrA, absorbance read-out; AID 651718; in the data active = inhibition above about 4.5%;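 also: 0% = vehicle wells with enzyme and 100% = reference inhibitor wells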
* marks the source's active call; other numbers are inactive results; i = inactive; x = not tested or not shown. Rows are unselected (roughly 3.7% active in at least one column).

SMILES | PABP1 MLLE inh | E coli Lon inh | CSN inh | Rin1-Abl PPI inh | FAS-TE inh | Rpn11 block | bovine MsrA act | MT1-MMP act inh | MsrA inhibitor
COc1ccc(N2C(=O)CC(N3CCN(c4ccccc4F)CC3)C2=O)cc1 (stereo not given) | 5 | -3 | -1 | 4 | -4 | i | 0 | 5 | -0.4
COC(=O)c1cnc(NC(=O)C2(C)CCN2C(=O)C(C)C)s1 (stereo not given) | 4 | 8 | 4 | -1 | -9 | i | -2 | -1 | 0.9
COc1ccc2c3n(nc2c1)CCN=C3c1ccc(C)cc1 | -8 | -7 | 7 | -2 | -2 | i | -6 | -1 | 0.5
COc1ccccc1N1CC(C)(C)C(=O)N(C(=O)c2c(F)cccc2Cl)C1=S | 18 | -3 | 1 | 1 | 30 | i | -4 | -5 | -0.3
CCOC(=O)C1CCN(C(=O)COC(=O)c2cccc(F)c2)CC1 | 10 | 4 | -5 | 2 | -10 | i | -4 | 4 | 0.2
C[C@H](OC(=O)N1CCN(C(c2ccccc2)c2ccccc2)CC1)[C@@H]1O[C@@]2(C)CCC[C@H]1O2 | -9 | 3 | -2 | 3 | 18 | i | -5 | -1 | -1.2
Cc1cc2oc(=O)cc(C)c2cc1NC(=O)CCl | 2 | 4 | -2 | -1 | -3 | i | -3 | 1 | 0.4
ON=C1c2ccccc2-c2cc(Br)ccc21 | -6 | -14 | 3 | -1 | -51 | i | 0 | -8 | 0.4
CCn1c(C)c(C(C)=O)c(N2CCCCC2)nc1=S | 21 | 1 | -7 | 1 | -13 | i | -13 | x | -0.1
O=C(CCc1c[nH]c2ccccc12)N1CCN(S(=O)(=O)c2ccccc2)CC1 | -16 | 6 | -3 | 1 | -2 | i | -3 | 8 | 0.1
CC1(C(=O)NS(=O)(=O)c2ccc(C#N)cc2)CCN1C(=O)Cc1ccccc1Cl (stereo not given) | 7 | -17 | -1 | -3 | -4 | i | -3 | 1 | 0.4
C=CCn1c(=S)[nH]c2cc(-c3ccccc3)sc2c1=O | -87 | 5 | 1 | 2 | -1 | i | -1 | -3 | 1.5
COc1nc(OC)nc(N2CCC(NC(=O)C(Cc3cccc(OC)c3OC)NC(C)=O)CC2)n1 (stereo not given) | 8 | 0 | -3 | -2 | -6 | i | -5 | 1 | 0.6
C/C=C/C(=O)Nc1ccc(N2CCN(c3ccc(C(F)(F)F)cn3)CC2)nc1 | 7 | -10 | -2 | -4 | -2 | i | -1 | 2 | -0.5
O=C(CCN1C(=O)/C(=C/c2ccc(F)cc2)SC1=S)NC1CCS(=O)(=O)C1 (stereo not given) | 31 | -9 | -2 | -2 | -4 | i | -2 | 0 | 0.5
CC(C)N(Cc1ccccc1)S(=O)(=O)c1ccc2c(c1)NC(=O)CO2 | 0 | 0 | 0 | 2 | 2 | i | -4 | 4 | -0.3
O=C(O)CCc1nc2ccccc2c(=O)[nH]1 | 0 | -1 | 0 | -1 | -6 | i | -3 | -1 | -0.1
COC(=O)c1ccccc1OCCCOc1ccc(C=O)cc1OC | 2 | 1 | 2 | 1 | 8 | i | -2 | 1 | 3.1
Cc1nn2c(-c3ccco3)nnc2c2ccccc12 | 13 | 3 | 3 | 10* | -6 | i | -2 | 2 | -0.4
Cc1nc(SCC(=O)Nc2ccccc2)c2oc3ccccc3c2n1 | -1 | -6 | -4 | -15 | 6 | i | 0 | -7 | -0.4
COc1ccc(O)c(/C=N/Nc2nc3ccccc3[nH]2)c1 | -2 | 0 | 1 | -1 | -9 | i | -2 | 1 | 5.8*
O=C1c2ccccc2C(=O)N1CCCOc1ccccc1 | -6 | -10 | -1 | 3 | 6 | i | -3 | 7 | 0.4
COc1ccc2nc(N=Nc3ccc(O)c4ccccc34)sc2c1 | -115 | -11 | -9 | 0 | 0 | i | -6 | 25 | 0.1
COc1ccc(CCNC(=O)CN2C(=O)COc3ccc(S(=O)(=O)N4CCOCC4)cc32)cc1OC | -12 | -2 | 2 | 4 | -8 | i | 0 | -3 | 0.7
COc1ccc(S(=O)(=O)NCc2ccc(C(=O)N3CCN(Cc4ccccc4)CC3)cc2)cc1 | -4 | -6 | 1 | 6 | 6 | i | -4 | 2 | -0.1
CC(C)CN(CC(C)C)S(=O)(=O)N1CCC(C(=O)NCc2ccc3c(c2)OCO3)CC1 | -7 | 6 | -4 | 0 | 4 | i | 1 | 0 | -0.8
CCc1nc2c(OCc3ccccc3)cccn2c1N(C)C(=O)c1ccco1 | -11 | -19 | 1 | -1 | -12 | i | -2 | -1 | -1.0
COc1ccc(-c2n[nH]c(=S)n2/N=C/C=C/c2ccccc2OC)cc1 | -26 | 0 | -19 | -1 | 1 | i | -8 | 5 | -0.5
COCCCNC(=O)[C@@H](Cc1ccccc1)NC(=O)CC[C@H]1O[C@@H](n2ccc(=O)[nH]c2=O)[C@H](O)[C@@H]1O | -1 | -3 | -3 | 1 | -8 | i | -9 | 0 | 0.9
COC(=O)Cn1c(=O)sc2ccccc21 | 5 | -1 | -3 | 0 | -6 | i | -3 | 2 | -0.1
O=C(COc1ccc(Br)cc1)NCC1COc2ccccc2O1 (stereo not given) | 7 | -5 | 5 | 0 | 22 | i | -2 | 0 | 0.5
C[C@H](NC(=O)OCc1ccccc1)C(=O)NNC(=O)[C@H](C)NC(=O)OCc1ccccc1 | -3 | -12 | -4 | 3 | -9 | i | -3 | 5 | -0.4
O=C(COC(=O)c1ccccc1-n1cnnn1)c1ccc(F)c(F)c1 | -10 | -4 | -5 | -2 | -3 | i | 0 | 7 | 0.0
C=CCN(CC(=O)Nc1cccnc1)S(=O)(=O)c1ccc(Cl)cc1 | -7 | -3 | 2 | 3 | -2 | i | -9 | -7 | -0.3
C=CCn1nc(C(=O)N2CCOCC2)cc1-c1sc(NC(=O)c2ccccc2)nc1C | 12 | -1 | 6 | -4 | -5 | i | -1 | -7 | 1.4
COC(=O)c1sc(=S)n(-c2ccc(Cl)cc2)c1C | 3 | -8 | 4 | -3 | 6 | i | -4 | 1 | 3.4
CC(C)CNC(=O)C(=O)NCC1OCCN1S(=O)(=O)c1cccs1 (stereo not given) | 10 | -4 | 3 | 2 | -4 | i | -2 | -2 | 0.2
COc1ccc(C)cc1N1CC(C(=O)Nc2ccccc2N2CCCCC2)CC1=O (stereo not given) | -2 | -7 | -1 | 4 | 3 | i | 2 | 0 | -0.2
CCCN(CCC)S(=O)(=O)c1ccc(C(=O)Nc2nnc(-c3cc(OC)cc(OC)c3)o2)cc1 | -11 | -6 | -3 | -3 | 9 | i | 0 | -15 | x
O=C(CCN1CCN(c2ccccc2)CC1)NNC(=O)Cc1ccccc1Cl | 15 | 9 | -1 | 0 | -5 | i | -5 | 3 | 0.2

Full records, looked up by structure:
O=C(COC(=O)c1ccccc1-n1cnnn1)c1ccc(F)c(F)c1 as listed: PABP1 MLLE inh: -10; E coli Lon inh: -4; CSN inh: -5; Rin1-Abl PPI inh: -2; FAS-TE inh: -3; Rpn11 block: i; bovine MsrA act: 0; MT1-MMP act inh: 7; MsrA inhibitor: 0.0
COc1ccc(C)cc1N1CC(C(=O)Nc2ccccc2N2CCCCC2)CC1=O (stereo not given) as listed: PABP1 MLLE inh: -2; E coli Lon inh: -7; CSN inh: -1; Rin1-Abl PPI inh: 4; FAS-TE inh: 3; Rpn11 block: i; bovine MsrA act: 2; MT1-MMP act inh: 0; MsrA inhibitor: -0.2
C[C@H](NC(=O)OCc1ccccc1)C(=O)NNC(=O)[C@H](C)NC(=O)OCc1ccccc1 as listed: PABP1 MLLE inh: -3; E coli Lon inh: -12; CSN inh: -4; Rin1-Abl PPI inh: 3; FAS-TE inh: -9; Rpn11 block: i; bovine MsrA act: -3; MT1-MMP act inh: 5; MsrA inhibitor: -0.4

Continued.
SMILES | PABP1 MLLE inh | E coli Lon inh | CSN inh | Rin1-Abl PPI inh | FAS-TE inh | Rpn11 block | bovine MsrA act | MT1-MMP act inh | MsrA inhibitor
COc1ccc(/C=N/Nc2nnc(C)n2N)cc1OC(C)=O | 2 | -10 | 0 | 2 | -9 | i | 12* | -2 | 1.2
Cc1cc(C)n(CCC(=O)N/N=C/c2c(O)ccc3ccccc23)n1 | -1 | -2 | -1 | -2 | 6 | i | -8 | -6 | 3.4
CCN(CC)S(=O)(=O)c1ccc(N=Nc2cc(C)cc(Br)c2O)cc1 | 1 | 10 | 0 | 1 | 21 | i | -5 | 3 | -1.5
COc1ccc([N+](=O)[O-])cc1N(CC(O)Cn1nnc2ccccc21)S(=O)(=O)c1ccc(C)cc1 (stereo not given) | 10 | -6 | -3 | 0 | 51* | i | -12 | 1 | 3.3
O=C(CNC(=O)C1COc2ccccc2O1)N/N=C\c1ccc(Cl)cc1 (stereo not given) | 2 | 4 | 0 | 2 | 3 | i | -3 | -3 | 1.2
Cc1ncc(CSc2nc3ccccc3[nH]2)c(N)n1 | -49 | -11 | -1 | -1 | -8 | i | -4 | 1 | 2.2
O=C(COC(=O)c1cc([N+](=O)[O-])ccc1NCCO)Nc1ccc2c(c1)OCO2 | 11 | -6 | 1 | -3 | 77* | i | -5 | -4 | 3.1
Cc1ccc(NC(=O)CC2SC(=O)N(c3ccccc3)C2=O)cc1 (stereo not given) | 45* | -3 | 5 | 4 | -8 | i | -3 | 5 | 0.4
CC(=O)C1=C(C)Nc2ncnn2C1c1ccccc1 (stereo not given) | -2 | 3 | 5 | 0 | -4 | i | 0 | -2 | 1.4
Nc1ccc(Oc2cc(N)cc(Oc3ccccc3)c2)cc1 | -1 | 1 | 0 | -2 | 6 | i | -4 | -3 | 0.7
OCc1nnn(-c2cccc(C(F)(F)F)c2)c1CO | 6 | 5 | 1 | -4 | -3 | i | -2 | -2 | -0.1
CCN(CC(=O)Nc1c(F)cccc1F)C(=O)C1CCN(S(=O)(=O)c2ccc(F)cc2)CC1 | -9 | -2 | -9 | -2 | -3 | i | -2 | -2 | -1.5
C/C(=N\NC(=O)Cc1ccc(Cl)cc1)c1cccnc1 | 11 | -9 | -1 | 2 | -3 | i | -4 | 1 | -0.4
Cc1ccc(C(=O)CSC2=C(C#N)C(c3ccco3)C3=C(CC(C)(C)CC3=O)N2)cc1 (stereo not given) | 0 | -1 | -1 | 3 | 10 | i | -12 | 0 | 0.3
CCn1c(C)c(Br)c(=O)c(C(=O)OC)c1-c1ccc(Cl)cc1 | 0 | 1 | -2 | -1 | -8 | i | -11 | 2 | 0.8
O=C1CC(N2CCN(S(=O)(=O)c3ccccc3F)CC2)C(=O)N1c1ccccc1F (stereo not given) | 1 | 9 | -3 | 1 | -2 | i | 0 | 6 | -0.5
Cc1cc(C(=O)NCc2cccnc2)no1 | -12 | -3 | 5 | -3 | -8 | i | -2 | 3 | -1.4
CCC(C)N1CNc2c(c(=O)[nH]c(=S)n2-c2cccc(C)c2)C1 (stereo not given) | 9 | 3 | 1 | 3 | -7 | i | -14 | -3 | 1.2
Cc1cc(C)c(S(=O)(=O)NCC2CCC(C(=O)NCCCN3CCOCC3)CC2)c(C)c1 (stereo not given) | -14 | -12 | 0 | -1 | -7 | i | -2 | 5 | 0.1
CC(OC(=O)C1CCN(S(=O)(=O)c2ccc(F)cc2)CC1)C(=O)NC1CCCCC1C (stereo not given) | -9 | -8 | 2 | 5 | 2 | i | -3 | -3 | -0.1
